From PubChem BioAssay
Kir21 block: inhibitors of mouse Kir2.1 inward-rectifier potassium channel; hit rate 0.85% among 310,000; Inward rectifier potassium channel 2 (Mus musculus), P35561; B-score at 10 µM; AID 1672, 2009; HEK293-Kir2.1, FluxOR thallium flux fluorescence; active compounds read low;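 active means fluorescence ratio B-score at or below minus 3 SD of library scores, with starting-brightness B-score within 2 SD, cut at about -4.2 in these data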;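 further: channel flux triggered by added potassium and thallium sulfate stimulus; B-score of peak minus minimum fluorescence over baseline after thallium stimulus; more negative B-score means stronger Kir2.1 block with less thallium influx; some compounds called inactive have numbers as strong as hits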
Target sequence (P35561 whole entry, looked up): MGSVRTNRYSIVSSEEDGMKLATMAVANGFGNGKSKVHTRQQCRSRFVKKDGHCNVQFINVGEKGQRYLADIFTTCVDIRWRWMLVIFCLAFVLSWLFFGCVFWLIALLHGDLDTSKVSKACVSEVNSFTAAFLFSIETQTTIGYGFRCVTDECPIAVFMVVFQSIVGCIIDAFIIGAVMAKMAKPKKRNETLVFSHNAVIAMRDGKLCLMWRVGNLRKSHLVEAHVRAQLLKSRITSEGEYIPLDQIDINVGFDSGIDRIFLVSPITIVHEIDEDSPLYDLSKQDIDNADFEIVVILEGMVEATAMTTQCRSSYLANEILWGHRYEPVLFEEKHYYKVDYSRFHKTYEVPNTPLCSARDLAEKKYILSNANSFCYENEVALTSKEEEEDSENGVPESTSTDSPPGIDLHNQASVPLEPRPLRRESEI
STK33 inh: inhibitors of purified STK33 kinase, primary screen, biochemical, ADP-Glo luminescence, homogeneous, cell-free; hit rate 0.073% among 320,000; AID 2661, 2010; inhibition, % at 10 µM; MBP phosphorylation;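 active means inhibition at or above 25%, using the most active replicate where run in duplicate; inactive means inhibition below 25%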
Target sequence (Q9BYT3 whole entry, looked up): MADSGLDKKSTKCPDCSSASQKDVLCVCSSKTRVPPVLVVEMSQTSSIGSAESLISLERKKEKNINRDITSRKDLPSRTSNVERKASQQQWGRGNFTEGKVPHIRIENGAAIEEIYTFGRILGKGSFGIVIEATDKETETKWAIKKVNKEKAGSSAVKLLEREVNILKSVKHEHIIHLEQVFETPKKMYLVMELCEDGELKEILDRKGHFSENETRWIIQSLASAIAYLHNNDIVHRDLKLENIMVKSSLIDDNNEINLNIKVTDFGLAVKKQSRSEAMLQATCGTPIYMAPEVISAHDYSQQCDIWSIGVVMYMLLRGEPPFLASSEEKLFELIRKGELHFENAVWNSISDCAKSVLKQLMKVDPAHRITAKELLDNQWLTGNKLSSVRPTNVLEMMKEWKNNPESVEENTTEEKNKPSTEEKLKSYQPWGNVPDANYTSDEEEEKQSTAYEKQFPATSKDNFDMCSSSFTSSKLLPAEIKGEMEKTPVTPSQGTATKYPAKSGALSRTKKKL
* marks the source's active call; other numbers are inactive results.

Results for COc1cccc2cc(C(=O)OCc3ccccc3)c(=O)oc12 ?
Kir21 block: -0.41; STK33 inh: -0.1

How did CCc1cc(=O)oc2c(C)c(OCC(=O)N3CCC(C(=O)O)CC3)ccc12 do in these assays?
Kir21 block: -0.03; STK33 inh: 1.3

Results for N#C/C(=C\c1cccs1)C(=O)c1ccccc1 ?
Kir21 block: 0.2; STK33 inh: 4.2

Results for CCc1cc(Cn2nc(-c3ccccc3C)cc2C(=O)O)on1 ?
STK33 inh: -2.6

Results for COc1cc(C(=O)NCC(c2cccnc2)N2CCN(c3ccccc3)CC2)cc(OC)c1OC (stereo not given) ?
Kir21 block: -1.62; STK33 inh: 0.2

What do the screens show for `CN1CCN(C(=O)c2ccc(N(Cc3ccccc3Cl)S(C)(=O)=O)cc2)CC1`?
Kir21 block: 0.69; STK33 inh: -0.5

Results for CN(Cc1nc2ccccc2c(=O)[nH]1)Cc1nc2ccsc2c(=O)[nH]1 ?
Kir21 block: -0.03; STK33 inh: -0.1

What do the screens show for `Cc1ccc(OS(=O)(=O)c2ccc(-c3csc(C)n3)s2)c(C)c1`?
Kir21 block: 0.26; STK33 inh: -2.6

Results for CC(C)CNC(=O)COC(=O)CNC(=O)c1cc(Cl)cc([N+](=O)[O-])c1 ?
Kir21 block: 0.39

How did COc1ccc(S(=O)(=O)N=Nc2c(O)[nH]c3ccccc23)cc1 do in these assays?
Kir21 block: 0.07; STK33 inh: -0.2

Results for CCOCC(=O)Nc1nnc(Cc2ccc(OC)c(OC)c2)s1 ?
Kir21 block: 0.15; STK33 inh: -0.5

Results for Cc1ccc(OCC(=O)n2nc(C)cc2C)c(C)c1 ?
Kir21 block: -0.54; STK33 inh: -2.0

Results for COc1ccc(COC(=O)CN2C(=O)NC3(CCCC3)C2=O)cc1F ?
Kir21 block: -0.9; STK33 inh: -1.1

How did CC(/C=C/c1ccccc1)=N\NC(=O)c1cc(C)nc2ccccc12 do in these assays?
Kir21 block: 1.54; STK33 inh: -0.4

Results for Cc1c(C(=O)N2CCN(C(=O)c3ccco3)CC2)oc2c(Cl)cccc12 ?
Kir21 block: 1.62; STK33 inh: -0.1

What do the screens show for `Cc1c(C#N)c(NC(=O)CCl)n(Cc2ccc(F)cc2)c1C`?
Kir21 block: 0.41; STK33 inh: -0.1

Results for CCc1ccc(NC(=O)CC2C(=O)NCCN2C(=S)Nc2ccccc2)cc1 (stereo not given) ?
Kir21 block: -0.01; STK33 inh: -0.9

What do the screens show for `CC(=O)Nc1ccc(OCC(=O)NC(C)c2ccc(F)cc2)cc1` (stereo not given)?
Kir21 block: 0.61; STK33 inh: 0.4

How did O=C(Nc1ccccc1Cl)N1CCN(c2ncccn2)CC1 do in these assays?
Kir21 block: -0.52; STK33 inh: -2.5

How did NC(=S)N/N=C/c1ccc(-c2ccccc2)o1 do in these assays?
Kir21 block: 0.01; STK33 inh: -2.3

Brought forward from above: 2 compounds, then new ones.
How did O=C(Nc1ccccc1Cl)N1CCN(c2ncccn2)CC1 do in these assays?
Kir21 block: -0.52; STK33 inh: -2.5

How did NC(=S)N/N=C/c1ccc(-c2ccccc2)o1 do in these assays?
Kir21 block: 0.01; STK33 inh: -2.3

What do the screens show for `COc1cccc(-c2cc(C(=O)Nc3c(C)nn(Cc4ccccc4)c3C)no2)c1`?
Kir21 block: 2.21; STK33 inh: 0.7

What do the screens show for `Cn1c(NN)nc2sc3c(c2c1=O)CC(C)(C)OC3`?
Kir21 block: -0.53; STK33 inh: -0.4

How did CN1CCN(c2ccc(NC(=O)COc3ccc(Cl)cc3Cl)cc2)CC1 do in these assays?
Kir21 block: -0.35; STK33 inh: -0.9

What do the screens show for `O=C(NCc1ccc(Cl)cc1)c1cccc(S(=O)(=O)N2CCCC2)c1`?
STK33 inh: -0.8

How did Cc1cc(NCc2cccnc2)nc(N)n1 do in these assays?
Kir21 block: 0.34; STK33 inh: 0.4

Results for N=c1oc2ccccc2cc1C(=O)Nc1cccc(F)c1 ?
Kir21 block: 0.23; STK33 inh: -2.0

How did COC(=O)CCC(=O)Nc1ccc(S(=O)(=O)Nc2nc(C)cc(C)n2)cc1 do in these assays?
Kir21 block: 0.03; STK33 inh: -0.3

What do the screens show for `CN1C(=O)S/C(=C/c2cccnc2)C1=O`?
Kir21 block: -2.18; STK33 inh: -0.4

Results for Cc1cccc(C(=O)NN(C)c2nc(-c3ccccc3)nnc2C(F)(F)F)c1 ?
Kir21 block: 0.51; STK33 inh: -0.3

What do the screens show for `COc1ccc(-c2noc3c2-c2nc(-c4cccc(C)c4)sc2CC3)cc1`?
Kir21 block: 0.04; STK33 inh: -1.4

How did Oc1ccc(N=Cc2ccc(OCc3ccccc3)cc2)cc1 do in these assays?
Kir21 block: 0.01; STK33 inh: -0.9

Results for CCCNC(=O)C1Cc2cc(S(=O)(=O)N3CCCC3)ccc2N1C(C)=O (stereo not given) ?
Kir21 block: 2.1; STK33 inh: -0.6

What do the screens show for `Cc1cc(=O)n2nc(N3CCCC(C(=O)NCc4cccc(Br)c4)C3)sc2n1` (stereo not given)?
Kir21 block: -3.33; STK33 inh: -4.0

What do the screens show for `O=C(CSc1nc2cc(Cl)ccc2o1)NC1CC1`?
STK33 inh: -1.7

How did [O-][n+]1onc2c1CCC(=N/O)/C2=N\Nc1ccccc1 do in these assays?
Kir21 block: 1.29; STK33 inh: 0.4

Results for O=C(C1CCN(S(=O)(=O)c2ccc(F)cc2)CC1)N1CCOCC1 ?
Kir21 block: 0.13; STK33 inh: -0.1

Results for O=C(Nc1ccc(CN2CCOCC2)cc1)c1cc2ccccc2o1 ?
Kir21 block: -1.49; STK33 inh: 0.9

Results for C=CCNC(=O)c1onc(CCl)c1C(=O)OC ?
Kir21 block: -2.3; STK33 inh: -0.3

How did COc1cc2ccccc2cc1C(=O)Nc1ccccc1N1CCN(S(C)(=O)=O)CC1 do in these assays?
Kir21 block: -0.78; STK33 inh: 0.0

What do the screens show for `Cc1ccc(O)c(C(=O)CC(=O)c2ccc(Cl)cc2)c1`?
Kir21 block: 0.13; STK33 inh: -0.1

Molecules above that have a COOH group (2):
How did CCc1cc(=O)oc2c(C)c(OCC(=O)N3CCC(C(=O)O)CC3)ccc12 do in these assays?
Kir21 block: -0.03; STK33 inh: 1.3

Results for CCc1cc(Cn2nc(-c3ccccc3C)cc2C(=O)O)on1 ?
STK33 inh: -2.6

Additional structures.
Results for CCc1ccc(-c2nc(CSCC(=O)NCc3ccco3)c(C)o2)cc1 ?
Kir21 block: 0.6

What do the screens show for `CCN1C(=NCc2ccco2)N[C@@H](c2cccc(C(F)(F)F)c2)C(C(=O)OC)=C1C`?
STK33 inh: -0.8

Results for Cc1ccccc1NC(=O)c1nn(-c2ccc(F)c(F)c2)ccc1=O ?
Kir21 block: 0.68; STK33 inh: -0.9

How did CC(=O)Nc1ccc(S(=O)(=O)N2CCSCC2)cc1 do in these assays?
Kir21 block: 1.09; STK33 inh: 0.0

What do the screens show for `CCOC(=O)c1c(NC(=S)N2CCN(C)CC2)sc2c1CCN(C(=O)OCC)C2`?
Kir21 block: -0.47; STK33 inh: -6.7

Results for O=c1cc[nH]c2ccc([N+](=O)[O-])cc12 ?
Kir21 block: -0.3; STK33 inh: 1.3

What do the screens show for `CC1(c2cc([N+](=O)[O-])cc([N+](=O)[O-])c2)CC(C)(C)N(C(=O)c2ccccc2)c2ccccc21` (stereo not given)?
Kir21 block: 1.08; STK33 inh: -3.1

What do the screens show for `COc1ccccc1NC(=O)Cc1noc(CN(C)Cc2cccs2)n1`?
Kir21 block: 0.22; STK33 inh: -1.5

How did COc1ccccc1N1CCN(C(=O)c2cc(N3C(=O)C4C5CCC(C5)C4C3=O)ccc2Cl)CC1 (stereo not given) do in these assays?
Kir21 block: -0.99; STK33 inh: -0.3

What do the screens show for `Cc1cc(C)n(CC(=O)N/N=C/c2cccs2)n1`?
Kir21 block: 0; STK33 inh: 0.2

Results for CN(C)S(=O)(=O)N1CCC(n2nccc2NC(=O)CCc2ccccc2)CC1 ?
Kir21 block: -0.42; STK33 inh: -1.1

How did Cc1[nH]c(C)c(S(=O)(=O)NCc2ccc(Cl)cc2)c1C(=O)N1CCCC1 do in these assays?
Kir21 block: 1.47; STK33 inh: -1.6

What do the screens show for `COc1cccc(NC(=O)c2ccc(C(=O)c3ccccc3)o2)c1`?
Kir21 block: 0.01; STK33 inh: 0.7

How did Cc1cccc(NC(=O)CN(CC2CCCO2)C(=O)c2oc3ccccc3c2C)c1C (stereo not given) do in these assays?
STK33 inh: -1.2

Results for COc1ccc(C(=O)NCCC2=CCCCC2)cc1S(=O)(=O)N1CCOCC1 ?
Kir21 block: -1.25; STK33 inh: -2.4

How did Cc1nnc(SC(=O)N2c3ccccc3Sc3ccccc32)s1 do in these assays?
Kir21 block: 0.11; STK33 inh: -0.7

Results for CCCCCCCN1C(Nc2ccccc2)=NC[C@@H]1Cc1ccccc1 ?
Kir21 block: -5.63*; STK33 inh: -0.3

What do the screens show for `ClC1(Cl)CC1Cn1cnc2ccccc21` (stereo not given)?
Kir21 block: 1.09; STK33 inh: -0.5

How did Cc1csc(SCCn2c(Br)nc3c2c(=O)[nH]c(=O)n3C)n1 do in these assays?
Kir21 block: -0.05; STK33 inh: -1.1

How did COc1cc(NS(=O)(=O)c2ccc(NC(=S)NC(=O)c3ccc(Br)cc3)cc2)ncn1 do in these assays?
Kir21 block: 0.74; STK33 inh: 0.1

Already shown: an excerpt of the list.
Results for CCc1ccc(-c2nc(CSCC(=O)NCc3ccco3)c(C)o2)cc1 ?
Kir21 block: 0.6

What do the screens show for `CCN1C(=NCc2ccco2)N[C@@H](c2cccc(C(F)(F)F)c2)C(C(=O)OC)=C1C`?
STK33 inh: -0.8

Results for Cc1ccccc1NC(=O)c1nn(-c2ccc(F)c(F)c2)ccc1=O ?
Kir21 block: 0.68; STK33 inh: -0.9

How did CC(=O)Nc1ccc(S(=O)(=O)N2CCSCC2)cc1 do in these assays?
Kir21 block: 1.09; STK33 inh: 0.0

What do the screens show for `CCOC(=O)c1c(NC(=S)N2CCN(C)CC2)sc2c1CCN(C(=O)OCC)C2`?
Kir21 block: -0.47; STK33 inh: -6.7

Continued:
How did c1ccc2c(Nc3ccc4c(c3)OCCO4)c3c(nc2c1)CCC3 do in these assays?
Kir21 block: -0.98

What do the screens show for `Cc1ccc(SCC(=O)Nc2ccc(N3CCOCC3)cc2)cc1C`?
STK33 inh: -1.0

Results for Cc1ccc(C(=O)Nc2nn(C)c3cccc(F)c23)cc1 ?
Kir21 block: -1.62; STK33 inh: -0.3

How did COc1nc(NCCc2ccc(OC)c(OC)c2)nc(Nc2ccccc2)n1 do in these assays?
Kir21 block: -3.08; STK33 inh: 1.2

Results for CC(=O)Nc1ccc(N(C(=O)c2ccco2)C(C(=O)NC2CCCC2)c2ccncc2)cc1 (stereo not given) ?
Kir21 block: 1.99; STK33 inh: 1.8

What do the screens show for `N=c1c2c3c(sc2ncn1Cc1ccccc1)CCCC3`?
Kir21 block: -0.47; STK33 inh: -0.4

Results for O=C(c1cn(Cc2ccccc2)nc1-c1ccccc1)N1CCN(c2ccccn2)CC1 ?
STK33 inh: 0.3

Results for CCCC(C(=O)NCCC(C)C)N(Cc1ccccc1Cl)C(=O)c1snc(C(N)=O)c1N (stereo not given) ?
Kir21 block: -1.12; STK33 inh: -0.5

Results for NC(N)=N/N=C/c1ccc(OS(=O)(=O)c2ccccc2)cc1 ?
Kir21 block: -10.1*; STK33 inh: 1.1

What do the screens show for `Cc1ccc(S(=O)(=O)NCC2NCCc3ccccc32)cc1` (stereo not given)?
Kir21 block: -0.81; STK33 inh: -0.8

Results for N#Cc1ncc(-c2ccc3c(c2)OCCOCCOCCOCCOCCO3)nc1C#N ?
Kir21 block: -2.33; STK33 inh: 9.9

What do the screens show for `Cc1ccccc1N(C)C(=O)C1CCCN(c2ncnc3c2nc2n3CCCCC2)C1` (stereo not given)?
Kir21 block: 0.21; STK33 inh: 0.3

Results for C#CCNC(=O)C1=C[C@H](c2ccc(C(F)(F)F)cc2)[C@@H](CCCO)[C@H](OCC)O1 ?
Kir21 block: 1.08; STK33 inh: 0.0

How did CC(NC(=O)COc1ccccc1F)C1CC2CCC1C2 (stereo not given) do in these assays?
Kir21 block: -1.42; STK33 inh: -1.6

Results for COc1ccc(NC(=O)c2ccc(C)cc2)c(OC)c1 ?
Kir21 block: -0.51; STK33 inh: -0.9

What do the screens show for `Cc1ccc(OCCOc2cccc3ccc(C)nc23)c([N+](=O)[O-])c1`?
Kir21 block: 0.47; STK33 inh: -0.3

How did c1ccc(CNc2nc(-c3cccs3)nc3ccccc23)cc1 do in these assays?
Kir21 block: -1.14

How did CCOc1ccc(CCNC(=O)C2CCCN(S(=O)(=O)N3CC(C)CC(C)C3)C2)cc1OCC (stereo not given) do in these assays?
Kir21 block: 0.55; STK33 inh: -1.1

Results for CCCn1c(SCC(=O)NC2CCCCC2C)n[nH]c1=O (stereo not given) ?
Kir21 block: -0.17; STK33 inh: -0.3

How did CCN1CCc2c(OCC(=O)Nc3cccc(C)c3C)cccc2C1=O do in these assays?
Kir21 block: 2.13; STK33 inh: 3.9

Results for Cc1ccn2c(=O)c(C(=O)NCCN3CCOCC3)c(O)nc2c1 ?
Kir21 block: 1.41; STK33 inh: 0.4

What do the screens show for `COc1ccc(C2C(C#N)=C(N)Oc3n[nH]c(C)c32)cc1CSc1ccccn1` (stereo not given)?
Kir21 block: -0.19; STK33 inh: 0.5

What do the screens show for `CCCNC(=O)c1onc(CSc2ccc(Cl)cc2)c1C(=O)NCCOC`?
Kir21 block: 0.72; STK33 inh: -0.3

What do the screens show for `CCC(=O)Nc1cc2c3c(c1)CCN3C(=O)CC2`?
Kir21 block: 0.71; STK33 inh: -0.5

Results for CCC1CCCCN1S(=O)(=O)c1ccc(C(=O)Nc2nnc(C3CC3)o2)cc1 (stereo not given) ?
Kir21 block: -1.32; STK33 inh: 8.8
